Growth percent in the NCI-60 one-dose screen (48 h, 10 µM unless noted): 100 = growth as untreated, 0 = no growth, -100 = all killed.
RPMI-8226 – RPMI-8226 leukemia cells; 7.5% of 77,000 active; AID 1794781
MOLT-4 – MOLT-4 leukemia cells | AID 1794779 | 6.9% of 80,000 active
CCRF-CEM – CCRF-CEM leukemia; AID 1794778; 7% of 77,000 active
M14 – M14 melanoma. 6.2% of 80,000 active
A549/ATCC – A549/ATCC NSCLC; 3.7% of 81,000 active; AID 1794740
HOP-62 – HOP-62 NSCLC; AID 1794735; 3.9% of 80,000 active
EKVX – EKVX NSCLC. 3% of 71,000 active. AID 1794765
HOP-92 – HOP-92 NSCLC cells; 6.3% of 71,000 active
* marks the source's active call; other numbers are inactive results; & = joins results of further samples; [ ] = remark or other dose. The calls were made as follows: active = growth percent below 10; inactive = the rest. Rows were taken by chance; 12% or so of the library scored in one or more.

How did N#Cc1c(-c2cccs2)nc(N2N=C(c3ccccc3)CC2c2ccccc2)[nH]c1=O (configuration not stated) do in these assays?
RPMI-8226: 106; MOLT-4: 94; CCRF-CEM: 106; M14: 110; A549/ATCC: 100; HOP-62: 74; EKVX: 85; HOP-92: 94

How did NS(=O)(=O)c1ccc(N/C=C/C(=O)c2ccc(F)cc2)cc1 do in these assays?
RPMI-8226: 98; MOLT-4: 108; CCRF-CEM: 105; M14: 110; A549/ATCC: 100; HOP-62: 107; EKVX: 106; HOP-92: 130

Results for N#Cc1c(Br)[nH]c2ncnc(N)c12 ?
RPMI-8226: 85; MOLT-4: 111; CCRF-CEM: 80; M14: 101; A549/ATCC: 92; HOP-62: 85; EKVX: 117; HOP-92: 79

Results for COc1ccc(Nc2nc(SCC(C)C)nc(-c3ccc(OC)cc3)c2C#N)cc1 ?
RPMI-8226: 98; MOLT-4: 92; CCRF-CEM: 87; M14: 104; A549/ATCC: 87; EKVX: 103; HOP-92: 100

What do the screens show for `CC(C)(C)C1CCC(=O)CC1`?
RPMI-8226: 105; MOLT-4: 104; M14: 98; A549/ATCC: 104; HOP-62: 100; HOP-92: 101

Results for COc1cc(/C=C/C(=O)c2ccc(NC(=O)COc3cccc4cccnc34)cc2)cc(OC)c1OC ?
RPMI-8226: 13; MOLT-4: 41; CCRF-CEM: 27; M14: 91; A549/ATCC: 87; HOP-62: 114; EKVX: 82; HOP-92: 90

Results for CCCCCCC1=C(P(=O)(O)OCC)N[C@H](C(=O)O)CS1 ?
RPMI-8226: 96; MOLT-4: 98; CCRF-CEM: 94; M14: 94; A549/ATCC: 96; HOP-62: 101; EKVX: 102; HOP-92: 81

What do the screens show for `O=C(/C=C/c1ccc(F)cc1)Nc1cccc2cccnc12`?
RPMI-8226: 94; MOLT-4: 105; CCRF-CEM: 105; M14: 99; A549/ATCC: 107; HOP-62: 99; EKVX: 91; HOP-92: 108

Results for CC(/C=C/c1ccc(Br)cc1)c1ccc(Br)cc1 (configuration not stated) ?
RPMI-8226: 90; MOLT-4: 91; CCRF-CEM: 96; M14: 105; A549/ATCC: 103; HOP-62: 92; EKVX: 105; HOP-92: 63

Results for Oc1ccc(/C=N/N=C(/c2ccccc2)c2ccc3nc(-c4ccc(Cl)cc4)[nH]c3c2)cc1 ?
RPMI-8226: 45; MOLT-4: 49; CCRF-CEM: 61; M14: 67; A549/ATCC: 76; HOP-62: 101; EKVX: 90; HOP-92: 95

Results for CCOC(=O)OC(C#N)c1cccc(OC)c1OC (configuration not stated) ?
RPMI-8226: 110; MOLT-4: 100; CCRF-CEM: 97; M14: 104; A549/ATCC: 96; HOP-62: 96; EKVX: 100; HOP-92: 106

How did CCOC(=O)C1=C(N)N(c2ccccc2)C2=C(C(=O)CC(C)(C)C2)C1c1ccccc1Br (configuration not stated) do in these assays?
RPMI-8226: 65; MOLT-4: 75; CCRF-CEM: 81; M14: 87; A549/ATCC: 87; HOP-62: 90; EKVX: 89; HOP-92: 74

Five consecutive entries already listed, for reference:
What do the screens show for `O=C(/C=C/c1ccc(F)cc1)Nc1cccc2cccnc12`?
RPMI-8226: 94; MOLT-4: 105; CCRF-CEM: 105; M14: 99; A549/ATCC: 107; HOP-62: 99; EKVX: 91; HOP-92: 108

Results for CC(/C=C/c1ccc(Br)cc1)c1ccc(Br)cc1 (configuration not stated) ?
RPMI-8226: 90; MOLT-4: 91; CCRF-CEM: 96; M14: 105; A549/ATCC: 103; HOP-62: 92; EKVX: 105; HOP-92: 63

Results for Oc1ccc(/C=N/N=C(/c2ccccc2)c2ccc3nc(-c4ccc(Cl)cc4)[nH]c3c2)cc1 ?
RPMI-8226: 45; MOLT-4: 49; CCRF-CEM: 61; M14: 67; A549/ATCC: 76; HOP-62: 101; EKVX: 90; HOP-92: 95

Results for CCOC(=O)OC(C#N)c1cccc(OC)c1OC (configuration not stated) ?
RPMI-8226: 110; MOLT-4: 100; CCRF-CEM: 97; M14: 104; A549/ATCC: 96; HOP-62: 96; EKVX: 100; HOP-92: 106

How did CCOC(=O)C1=C(N)N(c2ccccc2)C2=C(C(=O)CC(C)(C)C2)C1c1ccccc1Br (configuration not stated) do in these assays?
RPMI-8226: 65; MOLT-4: 75; CCRF-CEM: 81; M14: 87; A549/ATCC: 87; HOP-62: 90; EKVX: 89; HOP-92: 74

(cont.)
What do the screens show for `Cc1sc2c(c1C)c(=O)nc1c(-c3nc(-c4ccc(Cl)cc4)no3)n[nH]n12`?
RPMI-8226: 107; MOLT-4: 98; CCRF-CEM: 106; M14: 109; A549/ATCC: 103; HOP-62: 99; EKVX: 91; HOP-92: 97

How did COc1ccc(C2CC(c3ccc(OC)cc3O)=NN2c2ccc(S(N)(=O)=O)cc2)cc1 (configuration not stated) do in these assays?
RPMI-8226: -33*; MOLT-4: 4.8*; CCRF-CEM: 13; M14: 34; A549/ATCC: 22; HOP-62: 83; EKVX: 21; HOP-92: 21

How did O=C(N/N=C/c1ccc([N+](=O)[O-])o1)c1ccc(O)cc1 do in these assays?
RPMI-8226: 40; MOLT-4: 48; CCRF-CEM: 35; M14: 4.7*; A549/ATCC: 37; HOP-62: 30; EKVX: 71; HOP-92: 103

How did COC(=O)c1ccc2c(c1)c1c(C)c3cccnc3c(C)c1n2C do in these assays?
RPMI-8226: 87; MOLT-4: 78; CCRF-CEM: 57; M14: 78; A549/ATCC: 93; HOP-62: 80; EKVX: 89; HOP-92: 86

How did O=C(Nc1ccccc1)Nc1ncnc2c1ncn2-c1ccc(F)cc1 do in these assays?
RPMI-8226: 107; MOLT-4: 92; CCRF-CEM: 119; M14: 102; A549/ATCC: 95; HOP-62: 100; EKVX: 100; HOP-92: 118

How did Cc1cc(C(C)(C)C)cc(C=O)c1O do in these assays?
RPMI-8226: 91; MOLT-4: 106; CCRF-CEM: 96; M14: 89; A549/ATCC: 92; HOP-62: 92; EKVX: 92; HOP-92: 79

What do the screens show for `CCCCCCNC(=O)Oc1ccc(/C(=C(\C)c2ccc(OC)cc2)c2ccc(OCCN(C)C)cc2)cc1`?
RPMI-8226: 19; MOLT-4: 45; CCRF-CEM: 67; M14: 6.2*; A549/ATCC: 75; HOP-62: 90; EKVX: 75; HOP-92: 50

How did CCCCCCCCOc1ccc(/C=C/C(=O)c2ccc(OC)cc2)cc1 do in these assays?
RPMI-8226: 69; MOLT-4: 92; CCRF-CEM: 87; M14: 101; A549/ATCC: 90; HOP-62: 107; HOP-92: 77

How did O=C1CSC(=S)N1CCc1ccccc1 do in these assays?
RPMI-8226: 97; MOLT-4: 93; CCRF-CEM: 94; M14: 109; A549/ATCC: 103; HOP-62: 110; EKVX: 98

Results for O=c1cc(Cn2cnc3c(NCc4ccco4)ncnc32)c2cc(Cl)ccc2o1 ?
RPMI-8226: 89; MOLT-4: 84; CCRF-CEM: 99; M14: 94; A549/ATCC: 97; HOP-62: 85; EKVX: 81; HOP-92: 102

What do the screens show for `O=C(O)c1ncc(-c2cc(C(F)(F)F)cc(C(F)(F)F)c2)c(NC2CCCCCC2)n1`?
RPMI-8226: 90; MOLT-4: 95; CCRF-CEM: 87; M14: 93; A549/ATCC: 100; HOP-62: 100; HOP-92: 82

How did Cc1nc(=S)[nH][nH]1 do in these assays?
RPMI-8226: 116; MOLT-4: 88; CCRF-CEM: 110; M14: 102; A549/ATCC: 82; HOP-62: 94; EKVX: 100; HOP-92: 119

How did NC(=O)C1CCC(=O)N1 (configuration not stated) do in these assays?
RPMI-8226: 105; MOLT-4: 101; CCRF-CEM: 78; A549/ATCC: 106; HOP-62: 97; EKVX: 122; HOP-92: 83

What do the screens show for `CCN1C(=O)N(CC)C2C1NN=c1s/c(=C\c3ccccc3Br)c(=O)n12` (configuration not stated)?
RPMI-8226: 15; MOLT-4: 15; CCRF-CEM: 15; M14: 8.2*; A549/ATCC: 12; HOP-62: 40; EKVX: 48; HOP-92: 19

What do the screens show for `Cc1c(Cl)cccc1N=C=S`?
RPMI-8226: 86; MOLT-4: 109; CCRF-CEM: 95; M14: 91; A549/ATCC: 90; HOP-62: 88; EKVX: 89; HOP-92: 70

How did OC(c1cccc(C(F)(F)F)c1)c1cnccc1NC1CCCCC1 (configuration not stated) do in these assays?
RPMI-8226: 30; MOLT-4: 72; CCRF-CEM: 62; M14: 88; A549/ATCC: 76; HOP-62: 87; EKVX: 78; HOP-92: 45

Results for O=C(O)c1ccccc1Oc1cc(-c2ccco2)nc(OCCN2CCOCC2)n1 ?
RPMI-8226: 100; MOLT-4: 101; CCRF-CEM: 94; M14: 99; A549/ATCC: 106; HOP-62: 100; EKVX: 113

Results for COC(=O)c1ccccc1N(C)C ?
RPMI-8226: 100; MOLT-4: 90; CCRF-CEM: 96; M14: 102; A549/ATCC: 93; HOP-62: 90

How did Cc1c(Br)c(C)c([N+](=O)[O-])c(C)c1[N+](=O)[O-] do in these assays?
RPMI-8226: 101; MOLT-4: 100; CCRF-CEM: 103; M14: 97; A549/ATCC: 92; HOP-62: 92; EKVX: 90; HOP-92: 86

Results for O=C(Nc1cccnc1)[C@H](O)[C@@H](O)C(=O)N1CCOCC1 ?
RPMI-8226: 104; MOLT-4: 100; CCRF-CEM: 107; M14: 102; A549/ATCC: 90; HOP-62: 108; EKVX: 112; HOP-92: 96

Results for CC(=O)O[C@H]1CC[C@]2(C)[C@H]3CC[C@@H]4[C@H]5[C@H](C)C6(C)OC[C@]5(CC[C@@]4(C)[C@]3(C)CC[C@H]2C1(C)C)C[C@@H]6C(C)=O ?
RPMI-8226: 48; MOLT-4: 43; CCRF-CEM: 65; M14: 75; A549/ATCC: 89; HOP-62: 101; EKVX: 91; HOP-92: 70

Results for C=C(C)[C@@H]1CC[C@]2(C(=O)N3CCN(C)CC3)CC[C@]3(C)[C@H](CC[C@@H]4[C@@]5(C)C/C(=C/c6ccncc6)[C@H](O)C(C)(C)[C@@H]5CC[C@]43C)[C@@H]12 ?
RPMI-8226: -27*[100 µM]; MOLT-4: -24*[100 µM]; CCRF-CEM: -5.2*[100 µM]; M14: -14*[100 µM]; A549/ATCC: 16[100 µM]; HOP-62: -39*[100 µM]; EKVX: -1.5*[100 µM]; HOP-92: -39*[100 µM]

What do the screens show for `c1ccc2cc(C[n+]3ccn(CCCCCCCn4cc[n+](Cc5ccc6ccccc6c5)c4)c3)ccc2c1`?
MOLT-4: 56; M14: 47; A549/ATCC: 27; HOP-62: 33; EKVX: 28

What do the screens show for `COc1ccc(NC(=O)CC(C)=O)c(OC)c1`?
RPMI-8226: 74; MOLT-4: 99; CCRF-CEM: 91; M14: 105; A549/ATCC: 113; HOP-62: 104; EKVX: 121; HOP-92: 95

What do the screens show for `Cc1ccc(S(=O)(=O)NC(=O)Nc2nccs2)cc1`?
RPMI-8226: 93; CCRF-CEM: 106; M14: 102; A549/ATCC: 105; HOP-62: 103; EKVX: 241; HOP-92: 89

How did NC1=CC(=O)C(=O)c2ccccc21 do in these assays?
RPMI-8226: 79; MOLT-4: 74; CCRF-CEM: 93; M14: 68; A549/ATCC: 112; HOP-62: 98; EKVX: 76; HOP-92: 106

How did COc1cc(/C=C2\C(=O)N(CCCOc3cc(O)c4c(=O)cc(-c5ccccc5)oc4c3)c3ccccc32)cc(OC)c1O do in these assays?
RPMI-8226: 87; MOLT-4: 65; CCRF-CEM: 70; M14: 57; A549/ATCC: 75; HOP-62: 72; EKVX: 88; HOP-92: 72

Results for O=C(O)CSc1nc2ccccc2s1 ?
RPMI-8226: 82&101; MOLT-4: 287&104; CCRF-CEM: 120; M14: 112&98; A549/ATCC: 118&97; HOP-62: 111&99; EKVX: 106&98; HOP-92: 99&94

How did Fc1ccc2nc(-c3c(-c4ccccc4)nc4ncccn34)[nH]c2c1 do in these assays?
RPMI-8226: 67; M14: 110; A549/ATCC: 91; HOP-62: 104; HOP-92: 90

Results for CCCCc1oc2ccccc2c1C(=O)c1cc(I)c(O)c(I)c1 ?
RPMI-8226: 88; MOLT-4: 93; CCRF-CEM: 79; M14: 93; A549/ATCC: 100; HOP-62: 104; EKVX: 102

Results for CCOC(=O)C(NC(C)=O)(C(=O)OCC)C1c2ccccc2-c2ccc(N)cc21 (configuration not stated) ?
RPMI-8226: 103; MOLT-4: 108; CCRF-CEM: 104; M14: 92; A549/ATCC: 89; HOP-62: 107; EKVX: 92; HOP-92: 97

Results for Cn1c(=O)[nH]c2nc(SCC(=O)c3ccc([N+](=O)[O-])cc3)[nH]c2c1=O ?
RPMI-8226: 111; MOLT-4: 109; CCRF-CEM: 100; M14: 99; A549/ATCC: 95; HOP-62: 101; EKVX: 100; HOP-92: 96

Results for O=S(=O)(NCCNc1nccc(-n2ccc3cccnc32)n1)c1cccc(Br)c1 ?
MOLT-4: 98; CCRF-CEM: 97; M14: 108; A549/ATCC: 93; HOP-62: 109; EKVX: 96; HOP-92: 85

What do the screens show for `C[C@H]1CC[C@H]2C3=C1C(=O)O[C@@]31O[C@]3(C)C[C@@H](C[C@@H]2C)[C@]1(C)C3`?
RPMI-8226: 95; MOLT-4: 90; CCRF-CEM: 109; M14: 105; A549/ATCC: 86; HOP-62: 94; HOP-92: 97

Results for COC(=O)c1cccc2c1c(/C=C1\SC(=S)NC1=O)cn2C ?
RPMI-8226: 100; MOLT-4: 98; CCRF-CEM: 115; M14: 92; A549/ATCC: 96; HOP-62: 90; HOP-92: 88

How did N#Cc1ccccc1F do in these assays?
RPMI-8226: 108; MOLT-4: 100; CCRF-CEM: 98; M14: 99; A549/ATCC: 99; HOP-62: 98; EKVX: 112; HOP-92: 105

Results for COc1cccc(-c2cc(-c3cc4cc(Br)ccc4oc3=O)nc(N)n2)c1 ?
RPMI-8226: 85; MOLT-4: 85; CCRF-CEM: 95; M14: 95; A549/ATCC: 97; HOP-62: 103; EKVX: 84; HOP-92: 73

Bioassay records (PubChem)
